# Pf growth 48h = P. falciparum growth inhibition at 48 hours (one generation) | P. falciparum luciferase growth in erythrocytes, 48 h | AID 504832 | 5.9% of 310,000 active | Potency, µM (doses to about 28.7 µM), for the others: at the highest dose activity change, negative = inhibition, usual class: inhibitors; further: potency means the concentration at half of the fitted maximal effect; on the % scale 0 is the no-effect control and ±100 the full control effect
#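 Parasite viability was followed by luminescence of a genomically integrated firefly luciferase. Cultures held 0.1% parasitemia at 2% hematocrit (final), incubated under 5% CO2 at 37 C.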
# Sm TGR inh = inhibitors of Schistosoma mansoni thioredoxin glutathione reductase | Q962Y6 | purified TGR, DTNB reduction, TNB absorbance 405 nm | Potency, µM (top dose mostly 114 µM), for inactives: top-dose activity change, negative = inhibition, usual class: inhibitors | 3% of 360,000 active | AID 485364; further: potency means the concentration at half of the fitted maximal effect; on the % scale 0 is the no-effect control and ±100 the full control effect; nearly all actives have a fitted effect of over 60% in size
#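 TGR 20 nM + NADPH 100 uM (dispensed conc.), cpd preinc 15 min RT; start with NADPH (500 uM addition) then DTNB (15 mM addition). Kinetic TNB absorbance, 405 nm filter. Four-parameter Hill fit across titration.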
# Shiga toxin inh = blocks Shiga toxin action in Vero cells; 9.2% of 290,000 active; inhibition, % at 38.7 µM; Vero cells, Shiga toxin protein synthesis inhibition reporter; in the data active means inhibition mostly above about 28%, no sharp cut-off; inactive means mostly below about 43%; further: 0% is about no effect
# FBPA Giardia inh = blocks Giardia fructose-bisphosphate aldolase activity. A8B2U2. purified Giardia FBPA. Potency, µM (series often up to 59.6 µM), without a hit: top-dose activity, negative = inhibition, hits mostly inhibitors. 0.71% of 290,000 active; further: potency means the concentration at half of the fitted maximal effect; on the % scale 0 is the no-effect control and ±100 the full control effect; nearly all actives have a fitted effect of over 55% in size
# Target sequence (A8B2U2 whole entry, looked up): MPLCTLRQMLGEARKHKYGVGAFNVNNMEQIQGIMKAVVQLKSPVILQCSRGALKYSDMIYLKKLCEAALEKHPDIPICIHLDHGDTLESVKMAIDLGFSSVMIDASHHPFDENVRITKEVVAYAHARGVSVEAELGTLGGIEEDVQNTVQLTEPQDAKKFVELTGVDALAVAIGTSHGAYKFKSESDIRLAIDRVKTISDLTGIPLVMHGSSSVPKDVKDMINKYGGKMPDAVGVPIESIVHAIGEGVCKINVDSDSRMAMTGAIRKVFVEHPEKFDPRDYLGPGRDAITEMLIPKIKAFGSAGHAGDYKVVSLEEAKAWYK
#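 40 nM FBPA preincubated 10 min at RT with compound (up to 57.5 uM final), then substrate plus GAPDH/TPI/NAD/arsenate coupling and diaphorase/resazurin added. Fluorescence read after 20 min at RT, 525/598 nm.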
# Pf growth 96h = P. falciparum growth inhibition at 96 hour, primary screen for plastid delayed-death inhibitors; P. falciparum luciferase reporter growth, 96 h; Potency, µM (doses to about 28.7 µM), inactives show at the top dose activity change, negative = inhibition, most hits filed as inhibitors; 6.9% of 320,000 active; AID 504834; further: potency means the concentration at half of the fitted maximal effect; on the % scale 0 is the no-effect control and ±100 the full control effect
#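 Compounds incubated with erythrocytes infected by luciferase-expressing P. falciparum (2% hematocrit, 0.05% parasitemia final) for 96 hours, 37 C in 5% CO2. Growth inhibition scored as decreased luciferase luminescence.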
# CHX counter = affects cycloheximide protein synthesis inhibition readout, counter-screen; cell reporter, cycloheximide protein synthesis inhibition counterscreen; max response, %; 12% of 300,000 active; in the data active means max response mostly above about 13%, no sharp cut-off; inactive means mostly below about 14%; further: read at 38.3 µM for the half of the compounds with a filed dose; 0% is about no effect
# Active calls of the source: *; ? = inconclusive; / = not tested or not shown; [ ] = another dose, or the depositor's remark. Unless noted, the call rests on the fitted dose curve; in most records, active means well fitted curve in the direction sought with a large enough effect; inconclusive means small, poorly fitted or top-dose-only effect, or another doubt; inactive means no such curve, though single readings can be large; an effect the other way counts as inactive or inconclusive.
no.	mol	Pf growth 48h	Sm TGR inh	Shiga toxin inh	FBPA Giardia inh	Pf growth 96h	CHX counter
1	Cc1noc(C)c1CSc1nnc(-c2cccnc2)n1C1CCCCC1C (stereo not drawn)	7%	9%	-8	0%	-19%	-3
2	C[C@H](CCCC/C=C/C(=O)O)O[C@@H]1O[C@@H](C)[C@H](O)C[C@H]1O	-1%	56µM*	/	/	?	/
3	O=C(NCCOCc1ccccc1)C(c1ccccc1)c1ccccc1	?	20%	3	-7%	22%	1
4	CC(C)n1c(=NC(=O)c2ccco2)c(C#N)cc2c(=O)n3ccccc3cc21	-12%	45µM*	13	2%	?	-2
5	O=C(O)c1cc(O)c2c(c1)[C@H]([C@H]1c3cc(C(=O)O)cc(O)c3C(=O)c3c(O[C@@H]4O[C@H](CO)[C@@H](O)[C@H](O)[C@H]4O)cccc31)c1cccc(OC3O[C@H](CO)[C@@H](O)[C@H](O)[C@H]3O)c1C2=O (stereo partly drawn)	3%	?	/	/	86%[activator]	/
6	N#CC1(Nc2cccc(Br)c2)C(=O)Nc2ccccc21 (stereo not drawn)	?	0%	-2	?	?	4
7	CCCCOC(=O)c1[nH]c2c(c1C)C(=O)CC(c1cc(OC)c(OC)c(OC)c1)C2 (stereo not drawn)	2.9µM*	3%	1	1%	-21%	-3
8	O=C(O)c1ccc2c3c(cccc13)C(=O)N(c1cccc3ccccc13)C2=O	-3%	-27%	5	1%	47%[activator]	3
9	CC(OC(=O)CN1C(=O)NC2(CCCC2)C1=O)C(=O)Nc1cccc(Cl)c1Cl (stereo not drawn)	10%	-1%	/	/	23%	/
10	O=S1(=O)CCOCCCN1Cc1cccc(F)c1	56%[activator]	-4%	-1	-5%	57%[activator]	-4
11	Cc1c(C(=O)N2CCOCC2)c(S(=O)(=O)Nc2ccc(OC(F)(F)F)cc2)c(C)n1C	2%	-23%	-7	-2%	-15%	4
12	COc1ccc(NC(=O)c2cc3nc(-c4ccccc4)cc(-c4ccccc4)n3n2)c(OC)c1	?	0%	-11	10%	?	1
13	CCn1cc(CNC(=O)CCc2ccc(OC)cc2)cn1	53%[activator]	-16%	-12	5%	-11%	-3
14	COc1ccc(C(=O)N2CCN(CCNC(=O)C(=O)Nc3ccc(F)cc3)CC2)cc1OC	18%	-1%	31	2%	21%	1
15	COc1ccc(C2C(C(C)=O)=C(C)N=c3s/c(=C\c4cc(C)n(C)c4C)c(=O)n32)c(OC)c1 (stereo not drawn)	9.3µM*	-5%	15	-28%	8.3µM*	-3
16	CN1CCC(N2CC3CC(C2)c2cccc(=O)n2C3)CC1 (stereo not drawn)	6%	-19%	-15	?	11%	6
17	O=C1CC(N2CCCCCC2)C(=O)N1c1ccc(F)cc1 (stereo not drawn)	4%	10µM*	18	3%	14%	-4
18	O=C(Cn1c(NCCO)nc2ccccc21)c1cccs1	/	12%[11.4 µM]	-15	-5%	?	1
19	O=C(COC(=O)c1ccc(F)cc1F)Nc1ccc(Cl)cn1	9%	-1%	/	/	40%[activator]	/
20	CCCn1c(N)nc2ccccc21	/	-6%	-24	-2%	?	-6
21	COc1ccccc1/C=C/CN1CCNC(=O)C1CC(=O)NCCc1cnccn1 (stereo not drawn)	1%	-18%	-6	/	9%	-3
22	O=S(=O)(Nc1nccs1)c1ccc(NCc2cc(Br)cc(Br)c2O)cc1	1%	-8%	-27	11%	5%	-3
23	O=C(c1ccc(CNS(=O)(=O)c2cccc(C(F)(F)F)c2)cc1)N1CCOCC1	-11%	2%	19	0%	-5%[5.75 µM]	2
24	CC(NC(c1ccccc1)c1ccccc1)C(=O)N1CCCc2ccccc21 (stereo not drawn)	10µM*	-5%	9	0%	10µM*	-3
25	CCn1c(SCC(=O)n2c(C)c(C)c3ccccc32)nnc1-c1ccco1	4%	4%	30	-14%	6.6µM*	-5

# Six compounds from above, reduced to Pf growth 96h, FBPA Giardia inh and Sm TGR inh:
no. | SMILES | Pf growth 96h | FBPA Giardia inh | Sm TGR inh
21 | COc1ccccc1/C=C/CN1CCNC(=O)C1CC(=O)NCCc1cnccn1 (stereo not drawn) | 9% | / | -18%
14 | COc1ccc(C(=O)N2CCN(CCNC(=O)C(=O)Nc3ccc(F)cc3)CC2)cc1OC | 21% | 2% | -1%
10 | O=S1(=O)CCOCCCN1Cc1cccc(F)c1 | 57%[activator] | -5% | -4%
3 | O=C(NCCOCc1ccccc1)C(c1ccccc1)c1ccccc1 | 22% | -7% | 20%
24 | CC(NC(c1ccccc1)c1ccccc1)C(=O)N1CCCc2ccccc21 (stereo not drawn) | 10µM* | 0% | -5%
11 | Cc1c(C(=O)N2CCOCC2)c(S(=O)(=O)Nc2ccc(OC(F)(F)F)cc2)c(C)n1C | -15% | -2% | -23%

# Entries of single compounds as entered above. Order of values: Pf growth 48h | Sm TGR inh | Shiga toxin inh | FBPA Giardia inh | Pf growth 96h | CHX counter
# Entry for COc1ccc(C(=O)N2CCN(CCNC(=O)C(=O)Nc3ccc(F)cc3)CC2)cc1OC : 18% | -1% | 31 | 2% | 21% | 1
# Entry for N#CC1(Nc2cccc(Br)c2)C(=O)Nc2ccccc21 (stereo not drawn) : ? | 0% | -2 | ? | ? | 4
# Entry for O=C(NCCOCc1ccccc1)C(c1ccccc1)c1ccccc1 : ? | 20% | 3 | -7% | 22% | 1
# Entry for COc1ccc(C2C(C(C)=O)=C(C)N=c3s/c(=C\c4cc(C)n(C)c4C)c(=O)n32)c(OC)c1 (stereo not drawn) : 9.3µM* | -5% | 15 | -28% | 8.3µM* | -3
# Entry for O=C(COC(=O)c1ccc(F)cc1F)Nc1ccc(Cl)cn1 : 9% | -1% | / | / | 40%[activator] | /

# (next part)
no.	mol	Pf growth 48h	Sm TGR inh	Shiga toxin inh	FBPA Giardia inh	Pf growth 96h	CHX counter
26	CSc1nsc(SCC(=O)NC2CCCCC2)n1	19%	-11%	52	4%	/	27*
27	Cc1ccc(SCC(=O)Nc2ccc(N3CCN(c4ccccc4)CC3)c(F)c2)cc1	-4%	6%	11	0%	7%	-2
28	CCOc1ccc(CN2CCNC(=O)C2CC(=O)NC2CCOCC2)cc1 (stereo not drawn)	1%	7%	-6	-19%	-8%	-3
29	COc1ccccc1CNC(=O)COC(=O)CCC(=O)c1cccs1	28%	10%	6	-25%	-12%	17
30	CCOC(=O)c1sc(=S)n(C)c1NC(=O)c1cccc(Br)c1	-1%	32%	3	?	?	5
31	COc1ccccc1NS(=O)(=O)c1ccc2oc(N)nc2c1	-16%	-4%	2	-21%	10%	-1
32	O=C(NNS(=O)(=O)c1ccc(F)cc1)c1ccccc1F	32%[activator]	-4%	-12	-9%	?	9
33	COc1cc(S(=O)(=O)Nc2ccc(C)cc2)ccc1N=Cc1c(C)[nH]n(-c2ccc(C)cc2)c1=O	11%	-10%	1	-8%	?	-3
34	O=C(NC1CCCCC1)C(c1cccs1)N(C(=O)Cc1c[nH]c2ccccc12)c1ccc(F)cc1 (stereo not drawn)	1%	10%	15	-1%	?	1
35	O=C(O)c1ccc(Oc2ccccc2)o1	106%[activator]	25%	-6	9%	15%	1
36	CCN1CCN(c2ccc(S(=O)(=O)N3CCCCC3)cc2NC(=O)c2cccc(Cl)c2)CC1	?	7%	/	/	8.3µM*	/

# In a second layout: 2 of the compounds above
# Below each compound – Pf growth 48h	Sm TGR inh	Shiga toxin inh	FBPA Giardia inh	Pf growth 96h	CHX counter
11) Cc1c(C(=O)N2CCOCC2)c(S(=O)(=O)Nc2ccc(OC(F)(F)F)cc2)c(C)n1C
    2%	-23%	-7	-2%	-15%	4
12) COc1ccc(NC(=O)c2cc3nc(-c4ccccc4)cc(-c4ccccc4)n3n2)c(OC)c1
    ?	0%	-11	10%	?	1

# Assay outcomes from PubChem.

# An unsorted share of the library; any-hit rate near 24%.
